HEK293 tox: cytotoxic in the GLP-1 receptor inverse agonist counter-screen. HEK293 cAMP-luciferase reporter cells, luminescence, 24 h. Potency, µM (highest dose often 38.3 µM), for the others: at the top dose activity change, negative = inhibition, usual class: inhibitors. 0.13% of 410,000 active. AID 624418;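 note: loss of luciferase light is scored as toxicity; potency is the fitted concentration of half-maximal effect; % is set by controls: 0 for no effect and ±100 for the full control effect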
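To flag toxic compounds, the library was rerun on cells for 24 hr at 37 deg C and 5% CO2. Viability-linked luminescence was captured 12 min after adding luciferase detection reagent.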
GLP-1R inv ag: inverse agonists of human GLP-1 receptor. AID 624417. P43220. HEK293 GLP-1R CRE-luciferase, luminescence, 24 h; GLP-1R form is constitutively active. Potency, µM (top dose mostly 38.3 µM), for inactives: top-dose activity change, negative = inhibition, hits mostly inhibitors. 1.6% of 410,000 active; note: potency is the fitted concentration of half-maximal effect; % is set by controls: 0 for no effect and ±100 for the full control effect; nearly all actives have a fitted effect of over 55% in size
Target sequence (P43220 whole entry, looked up): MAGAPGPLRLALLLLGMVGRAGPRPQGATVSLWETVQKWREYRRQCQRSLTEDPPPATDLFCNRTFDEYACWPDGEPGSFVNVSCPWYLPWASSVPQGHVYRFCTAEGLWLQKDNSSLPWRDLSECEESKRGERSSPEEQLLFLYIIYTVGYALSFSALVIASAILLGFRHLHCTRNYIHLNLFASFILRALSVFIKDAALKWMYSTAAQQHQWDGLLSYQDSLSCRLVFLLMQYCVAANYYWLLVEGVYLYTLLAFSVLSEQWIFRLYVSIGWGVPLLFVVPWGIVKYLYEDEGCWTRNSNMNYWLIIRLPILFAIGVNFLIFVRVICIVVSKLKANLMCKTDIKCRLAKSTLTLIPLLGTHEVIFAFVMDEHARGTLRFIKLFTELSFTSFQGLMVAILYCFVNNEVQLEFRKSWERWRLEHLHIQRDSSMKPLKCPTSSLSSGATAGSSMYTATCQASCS
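Cells are plated, allowed 12 hours at 37 deg C, then treated with compounds for 24 hr before luciferase detection reagent is added and luminescence is read after 12 min at room temperature. The HEK293 line carries constitutively active GLP-1R with a cAMP-responsive reporter.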
IL-2 act: activates IL-2 in a cell-based reporter assay | 0.065% of 360,000 active | activation, % (series mostly up to about 46 µM) | IL-2 activation reporter assay, cell-based qHTS; stimulated with anti-CD3/CD4/CD28 beads; in transgenic mouse T cells; in the data active = activation above about 50%; inconclusive = mostly about 30% to 49%; note: 0% is about no effect
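First, unstimulated transgenic mouse T cells were exposed to compound for 60 min. Next, anti-CD3/anti-CD4-coated beads with anti-CD28 were added. Finally, after 18 h at 37 degrees C, EGFP and DsRed were imaged.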
PLK1 PBD inh: blocks phosphopeptide binding to human PLK1 polo-box domain. P53350. Plk1 PBD binding of FITC phosphopeptide, fluorescence polarization. Potency, µM, for inactives: max response, negative = inhibition, most hits filed as inhibitors. 2.8% of 360,000 active; note: potency is the fitted concentration of half-maximal effect; series mostly up to about 57 µM; % is set by controls: 0 for no effect and ±100 for the full control effect; nearly all actives have a fitted effect of over 65% in size
EPAC1 agonist: EPAC1 (human) agonism; AID 720707; Potency, µM (series often up to 154 µM), without a hit: top-dose activation, most hits filed as activators; EPAC1 agonist qHTS, biochemical assay; response scale: 100% = response to 6.5 mM cAMP; 0.073% of 360,000 active; O95398; note: potency is the fitted concentration of half-maximal effect; nearly all actives have a fitted effect of over 60% in size
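Fluorescent GDP-exchange assay: 100 nM EPAC1 with 250 nM Rap1B preloaded with BODIPY-GDP and 50 uM GDP; compounds tested as concentration series, 5 min at room temperature, then read every 5 min for 30 min (ex 480/em 540 nm); normalized to 6.5 mM cAMP.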
EPAC1 antagonist: EPAC1 (human) antagonism. O95398. EPAC1 GEF assay, Rap1b-BODIPY-GDP exchange fluorescence. Potency, µM (highest dose often 115 µM), without a hit: at the highest dose activity change, negative = inhibition, actives largely listed as inhibitors. 0.14% of 360,000 active;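 note: potency is the fitted concentration of half-maximal effect; plate controls were vehicle for no effect and positive control for full effect; nearly all actives have a fitted effect of over 50% in size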
PTHR1 agonist: activates the human parathyroid hormone receptor PTHR1. HEK293 GP2 PTHR1 cells, GloSensor cAMP luminescence, 1 h. Q03431. 0.075% of 410,000 active. Potency, µM (series often up to 115 µM), for the others: top-dose activation, most hits filed as activators; note: potency is the fitted concentration of half-maximal effect; nearly all actives have a fitted effect of over 55% in size; some results filed as inactive show a strong effect at the top dose; inactives centre near -15; many of its hits are not listed in these tables
Target sequence (Q03431 whole entry, looked up): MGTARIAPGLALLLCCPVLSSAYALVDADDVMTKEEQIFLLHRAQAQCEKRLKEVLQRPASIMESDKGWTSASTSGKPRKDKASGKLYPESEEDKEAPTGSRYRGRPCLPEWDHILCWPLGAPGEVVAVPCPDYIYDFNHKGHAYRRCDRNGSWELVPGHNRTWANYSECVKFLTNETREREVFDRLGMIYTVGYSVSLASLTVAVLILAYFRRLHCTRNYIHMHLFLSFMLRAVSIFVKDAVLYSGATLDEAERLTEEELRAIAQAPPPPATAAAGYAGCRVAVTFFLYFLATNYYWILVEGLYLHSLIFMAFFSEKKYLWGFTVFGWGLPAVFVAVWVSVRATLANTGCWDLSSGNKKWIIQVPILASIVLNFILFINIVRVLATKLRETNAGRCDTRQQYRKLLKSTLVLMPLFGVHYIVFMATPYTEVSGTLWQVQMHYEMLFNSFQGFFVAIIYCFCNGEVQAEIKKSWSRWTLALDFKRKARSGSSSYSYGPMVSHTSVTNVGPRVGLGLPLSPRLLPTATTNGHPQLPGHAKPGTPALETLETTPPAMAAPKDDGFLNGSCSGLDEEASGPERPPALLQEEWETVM
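HEK-293-derived GP2 cells expressing PTHR1 and a GloSensor cAMP reporter, 3,000/well, plated overnight, given luciferin plus IBMX (each 0.5 mM as added) for 1 h at 37 °C, then compound for 1 h at 37 °C. Luminescence was read after 15 min at room temperature.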
PI5P4K alpha inh: PI5P4K alpha (human) kinase inhibition. max response, %. P48426. PI5P4Kalpha enzyme, ADP-Glo luminescence, 60 min; hits give low values. 1.2% of 330,000 active; active = max response of -50% or lower; inconclusive = between -30% and -50%; inactive = -30% or higher; note: value at the top dose of about 77 µM; % is set by controls: 0 for no effect and ±100 for the full control effect
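PI5P4Kalpha ADP-Glo assay; 5 microM ATP final; 60 min RT reaction; HEPES pH 7.4/EGTA/CHAPS, 5% DMSO; controls lacking substrate or enzyme; luminescent end-point.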
GLP1R ag: GLP-1 receptor (human) agonism. P43220. HEK293 GLP-1R CRE-luciferase, luminescence, 4-6 h; cells express a hypersensitive GLP-1R form. Potency, µM (top dose mostly 45.6 µM), inactives show at the highest dose activation, most hits filed as activators. 0.007% of 380,000 active. AID 624172; note: potency is the fitted concentration of half-maximal effect; % of control where 0% means no effect
An asterisk follows results filed as active; i = inactive; ? = inconclusive; nt = no result given; & = joins results of further samples; [ ] = remark or other dose. Unless noted, calls come from the whole dose curve; as a rule, active = well fitted curve in the direction sought with a large enough effect; inconclusive = small, poorly fitted or top-dose-only effect, or another doubt; inactive = no such curve, though single readings can be large; an effect the other way counts as inactive or inconclusive. Only part of the results is shown; the hit share may differ from the screen's.

SMILES | HEK293 tox | GLP-1R inv ag | IL-2 act | PLK1 PBD inh | EPAC1 agonist | EPAC1 antagonist | PTHR1 agonist | PI5P4K alpha inh | GLP1R ag
C/C(=N\Nc1nc(-c2ccccc2O)nc2ccccc12)c1ccccc1 | 0% | 79%[activator] | -0.5 | -5% | 1% | -6% | -11% | 23 | 27%
O=C1CN(c2ccc(Cl)cc2)C(=O)CN1NC(=S)Nc1ccc(Cl)cc1 | 8% | 0% | 0.6 | -7% | -4% | -6% | -23%[57.5 µM] | 0 | -11%
CN(C)C(=O)c1cccc(-c2cnc3c(NC=O)cc(-c4ccc(N(C)C)cc4)cn23)c1 | -8% | 1% | 0.9 | -11% | -5% | -3% | -3% | ? | 19%
COc1ccc2c(c1)c(C(=O)N/N=C/c1cccc(Br)c1)c(C)n2C | -22% | ? | 5.6 | 3% | -1% | 4% | i | 4 | 12%
OC[C@H]1O[C@@H](c2nc(-c3nc(-c4ccc(F)cc4)no3)cs2)[C@H](O)[C@@H](O)[C@H]1O | 8% | 1% | -0.6 | -9% | 4% | 2% | -31%[inhibitor] | -4 | -6%
CCC(C)NC(=O)[C@H]1N2C(=O)c3ccccc3C2SC1(C)C (stereo partly drawn) | -1% | 4% | 0.8 | -8% | 11% | -25% | i | 0 | 4%
CC1C(c2ccccc2)C(C#N)(C#N)C2(C#N)C(=O)NC1(N)C2C (stereo not drawn) | -2% | 0% | 0.3 | -6% | 1% | ? | i | -5 | -12%
Cc1[nH]c(=S)[nH]c(=O)c1Cc1c(O)ccc2ccccc12 | 12% | 27% | -0.3 | ? | 2% | -5% | -58%[inhibitor] | -1 | -3%
CCCCC(=O)C1=C(N2CCCC2)CC(C)(C)CC1=O | 2% | -3% | 1.6 | 2% | -1% | -13% | i | 3 | 7%
O=C(Nc1ccc2c(c1)OCO2)C1CCCN1C(=O)Nc1ccccc1 (stereo not drawn) | 5% | 4% | -2.0 | -6% | 2% | 17% | -16% | 0 | 5%
CCOC(=O)N1CCN(C(=O)c2ccccc2NC(=O)c2ccc(OC)cc2)CC1 | -25% | -20% | 0.1 | -3% | 8% | 0% | i | nt | 0%
Cn1c(NC(=O)C[n+]2cc(-c3ccccc3)n3c2CCC3)cc(=O)n(C)c1=O | -9% | 8% | 2.4 | -4% | -5% | 13% | i | -9 | -1%
O=C(c1cc(-c2ccc3c(c2)OCO3)on1)N1CCCCC1 | 4% | ? | -2.7 | -1% | -5% | 3% | -34%[inhibitor] | -3 | 1%
COc1ccc(/C=C2/SC(=S)N(CCCC(=O)Nc3ccccc3C(=O)O)C2=O)cc1 | ? | -24% | 1.1 | ? | 8% | ? | -22% | ? | 8%
CN(C)/C=C/C(=O)c1cccc(Cl)c1 | 5% | -8% | -0.8 | -2% | 6% | -7% | i | -22 | 3%
CC(C)COC(=O)NCCOC(=O)Nc1cccc(Cl)c1 | -8% | ? | -1.4 | -21% | 3% | 9% | -27% | 1 | 2%
CN(C)C(CNC(=O)c1cc(-c2ccco2)nc2ccccc12)c1ccccc1 (stereo not drawn) | -12% | -9% | -0.4 | ? | -2% | ? | i | -54* | 6%
CCCn1nc2cc(C(=O)NCC34CC5CC(CC(C5)C3)C4)ccc2c1OCC | -14% | ? | -0.5 | 3% | 2% | 8% | i | 1 | -2%
CNS(=O)(=O)c1ccc2c(c1)oc(=O)c1cc(S(=O)(=O)NC)ccc12 | 3% | 5% | -0.2 | -13% | -2% | -5% | -43%[inhibitor] | -20 | 24%
c1ccc(-c2noc(CN3CCc4sccc4C3)n2)cc1 | -1% | -17% | 0.3 | -5% | 5% | -3% | -37%[inhibitor] | -9 | 8%
COc1ccc2cc(Br)ccc2c1CC(=O)NCC1CCCO1 (stereo not drawn) | 7% | -24% | -0.7 | -2% | -6% | -2% | -60%[inhibitor] | 7 | 3%
O=C(Cn1nc(C(=O)O)c2ccccc2c1=O)NCc1ccco1 | 2% | 22% | 0.7 | 21µM* | 3% | ? | -24% | -11 | 7%
CC(C)c1cc(Cn2c3ccccc3c(=O)n2C(C)Cn2cc(CCc3ccccc3)nn2)on1 (stereo not drawn) | -9% | 11% | -0.6 | -2% | -2% | 16% | i | 1 | nt
CN(c1ccccc1)S(=O)(=O)c1cccc(C(=O)NNC(=O)c2ccccc2)c1 | 18%[7.66 µM] | 38%[activator][7.66 µM] | -0.6 | 3% | -3% | -5% | -32%[inhibitor] | 1 | -1%

In another format: 3 of the compounds above.
| smiles | HEK293 tox | GLP-1R inv ag | IL-2 act | PLK1 PBD inh | EPAC1 agonist | EPAC1 antagonist | PTHR1 agonist | PI5P4K alpha inh | GLP1R ag |
| --- | --- | --- | --- | --- | --- | --- | --- | --- | --- |
| CC(C)c1cc(Cn2c3ccccc3c(=O)n2C(C)Cn2cc(CCc3ccccc3)nn2)on1 (stereo not drawn) | -9% | 11% | -0.6 | -2% | -2% | 16% | i | 1 | nt |
| CN(c1ccccc1)S(=O)(=O)c1cccc(C(=O)NNC(=O)c2ccccc2)c1 | 18%[7.66 µM] | 38%[activator][7.66 µM] | -0.6 | 3% | -3% | -5% | -32%[inhibitor] | 1 | -1% |
| COc1ccc2cc(Br)ccc2c1CC(=O)NCC1CCCO1 (stereo not drawn) | 7% | -24% | -0.7 | -2% | -6% | -2% | -60%[inhibitor] | 7 | 3% |

(next part)
SMILES | HEK293 tox | GLP-1R inv ag | IL-2 act | PLK1 PBD inh | EPAC1 agonist | EPAC1 antagonist | PTHR1 agonist | PI5P4K alpha inh | GLP1R ag
Cc1ccc(NC(=S)C2=C(O)c3ccccc3N(C)S2(=O)=O)cc1 | -19% | ? | -1.3 | ? | 0% | -11% | -18%[57.5 µM] | ? | -5%
CN(C(=O)c1ccccc1)C1c2c(ccc3ccccc23)OCC1CO (stereo not drawn) | 1% | ? | 0.7 | -3% | -1% | -15% | -28% | 17 | -9%
CCCc1c(-c2ccc(O)cc2)nn(-c2ccc(O)cc2)c1-c1ccc(O)cc1 | -25% | ? | -0.2 | -10% | -25% | -15% | -18% | -53* | 6%
COc1ccc(OCC(=O)Nc2nnc(S(=O)(=O)N3CCCCCC3)s2)cc1 | -15%&-2% | 8%&6% | -1.6 | -3% | -11% | 2% | -13% | -8 | -5%
O=C(O)c1ccc2c3c(cccc13)C(=O)N(c1cccc3ccccc13)C2=O | -5% | -10% | 2.3 | -29% | 6% | -14% | -25% | -10 | 0%
CC(C)CC(=O)Nc1nnc(-c2ccco2)s1 | 1% | -1% | -3.0 | -5% | -3% | 13% | i | nt | -5%
NC(=O)c1ccc(SCC(=O)NC2CCCCC2)c([N+](=O)[O-])c1 | -3% | 18% | 0.5 | -15% | 7% | -3% | -34%[inhibitor] | 7 | 9%
CCn1c(SCC(=O)NCCc2ccccc2)nnc1C(C)C | -5% | 1% | 0.5 | -12% | 4% | -3% | -12% | 5 | 4%
CC(Oc1ccc(S(=O)(=O)N2CCCC2)cc1[N+](=O)[O-])C(=O)NC1(C#N)CCCCC1 (stereo not drawn) | 1% | -8% | 0.9 | 0% | -5% | 2% | -44%[inhibitor] | -6 | 0%
O=C1[C@H]2[C@@H](c3ccc(C(F)(F)F)cc3)N[C@]3(CCCN(Cc4ccc(Cl)cc4)C3=O)[C@H]2C(=O)N1Cc1ccccc1 | 2% | 4.5µM* | -3.9 | -4% | -9% | 9% | -18% | 6 | 0%
CCS(=O)(=O)c1ncc(CO)n1CCc1ccccc1 | 2% | 3% | 0.6 | 2% | 3% | 3% | -20% | 9 | -1%
CCC(=O)N1CCc2cc(S(=O)(=O)NC(Cc3ccccc3)C(=O)NC3CCCCC3C)ccc21 (stereo not drawn) | -17% | 8% | -3.3 | 8%&-4% | -12% | 15% | -2% | nt | -2%
CCOc1cc2[nH]c(=S)n(CCN3CCCCC3C)c(=O)c2cc1OCC (stereo not drawn) | -15% | -7% | 0.1 | 1% | -4% | -1% | i | 12 | -5%
CCOc1cc(C2C3=C(CCCC3=O)N(C)C3=C2C(=O)CCC3)cc(Cl)c1O | -16% | 1% | -0.6 | -9% | -3% | 4% | i | -9 | 8%
O=C(Nc1ccc(F)cc1F)c1cc(Cl)sc1Cl | 10% | 3% | -3.6 | -4% | 8% | 12% | -12% | 11 | 12%
Nc1nc(=O)n(C2CCCO2)cc1Br (stereo not drawn) | 18% | 4% | -4.6 | 2% | -6% | -1% | 3% | 0 | -2%
O=C(CN1CCCCCC1)N/N=C/c1ccc2ccccc2c1 | 1% | -6% | -0.8 | -1% | -8% | 6% | i | -1 | 14%
COC(=O)C[C@@H]1C[C@H]2c3cc(NS(=O)(=O)c4ccccc4)ccc3O[C@H]2[C@@H](CO)O1 | -19% | 2% | -1.6 | -3% | -12% | 3% | -16% | 1 | 7%
CC(=O)NC1(c2ccccc2)CCN(c2cc(C)nc(-c3ccccc3)n2)CC1 | -1% | 35%[activator] | 3.3 | -6% | 0% | -1% | ? | 5 | ?

Entries of single compounds as entered above. Order of values: HEK293 tox, GLP-1R inv ag, IL-2 act, PLK1 PBD inh, EPAC1 agonist, EPAC1 antagonist, PTHR1 agonist, PI5P4K alpha inh, GLP1R ag
Nc1nc(=O)n(C2CCCO2)cc1Br (stereo not drawn) in the list: 18%, 4%, -4.6, 2%, -6%, -1%, 3%, 0, -2%
CC(=O)NC1(c2ccccc2)CCN(c2cc(C)nc(-c3ccccc3)n2)CC1 in the list: -1%, 35%[activator], 3.3, -6%, 0%, -1%, ?, 5, ?
CCOc1cc2[nH]c(=S)n(CCN3CCCCC3C)c(=O)c2cc1OCC (stereo not drawn) in the list: -15%, -7%, 0.1, 1%, -4%, -1%, i, 12, -5%
O=C(CN1CCCCCC1)N/N=C/c1ccc2ccccc2c1 in the list: 1%, -6%, -0.8, -1%, -8%, 6%, i, -1, 14%
